Source: PubChem BioAssay
AddAB inh: less growth of phage-infected E. coli with AddAB; E. coli expressing H. pylori AddAB, absorbance growth; AID 435030; inhibition, % at 11.9 µM; 330,000 compounds, 0.29% hits; in the data active means inhibition above about 12%;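 further: 0% = vehicle wells of infected cells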
E coli growth: bacterial growth inhibition, counter-screen for AddAB inhibitors; E. coli V3065 growth, OD600 absorbance, 18 h; inhibition, % at 11.9 µM; 330,000 compounds, 0.27% hits; AID 449728;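 active means inhibition above the campaign's mean inhibition across all tested compounds plus 3 SD, cut at about 9.9% in these data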;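 further: uninfected addAB+ strain grown without phage in ampicillin broth; 0% = DMSO wells and 100% = ciprofloxacin 0.95 µg/ml wells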
phage Ecoli inh: E. coli growth loss with phage present. inhibition, % at 11.9 µM. growth absorbance. AID 651602. 360,000 compounds, 0.26% hits; in the data active means inhibition above about 11%
SUMO Mot1 rescue: inhibitors of SUMOylation pathway: yeast Mot1-301 growth rescue. growth rescue, % at 18.8 µM. S. cerevisiae Mot1-301 growth rescue, ATP luminescence, 38.5C; percent above DMSO median, 100 means doubled. 320,000 compounds, 1% hits;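 active means every valid replicate shows activation above 250% relative to neutral control wells; inactive means the rest, any valid replicate at or below 250%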;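 further: OY570 slx delta 5 strain wells were the positive control but not used for scaling; some compounds called inactive have numbers as strong as hits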
Tat transport: inhibitors of E. coli Tat protein transport; E. coli MC4100 TorA-mCherry Tat export, fluorescence; inhibition, % at 10 µM; 340,000 compounds, 0.036% hits;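 active means mean replicate inhibition at least 50% and at least half of replicates individually reaching 50%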;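 further: exported cargo escapes ClpAP degradation while cytoplasmic cargo is degraded and loses fluorescence; 0% = median of neutral control wells and 100% = median of NaSCN control wells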
OPRM1-OPRD1 ag: agonists of human mu-delta opioid receptor heterodimerization; P35372+P41143; cells, OPRM1-OPRD1 heterodimerization, luminescence; activation, % at 9.3 µM; 340,000 compounds, 0.3% hits; in the data active means activation above about 18%;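 further: 0% = vehicle-treated cells and 100% = reference agonist; values of inactives mirror those of a sister screen read the other way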
HTR5A inv ag: HTR5A inverse agonism, opioid heterodimer counter-screen. HTR5A cell line, luminescence. P47898. 340,000 compounds, 0.083% hits. inhibition, % at 9.3 µM; in the data active means inhibition mostly above about 23%, no sharp cut-off; inactive means mostly below about 18%;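 further: 0% = cells with DMSO and 100% = no-cell wells with DMSO; some compounds called inactive have numbers as strong as hits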
Target sequence (P47898 whole entry, looked up): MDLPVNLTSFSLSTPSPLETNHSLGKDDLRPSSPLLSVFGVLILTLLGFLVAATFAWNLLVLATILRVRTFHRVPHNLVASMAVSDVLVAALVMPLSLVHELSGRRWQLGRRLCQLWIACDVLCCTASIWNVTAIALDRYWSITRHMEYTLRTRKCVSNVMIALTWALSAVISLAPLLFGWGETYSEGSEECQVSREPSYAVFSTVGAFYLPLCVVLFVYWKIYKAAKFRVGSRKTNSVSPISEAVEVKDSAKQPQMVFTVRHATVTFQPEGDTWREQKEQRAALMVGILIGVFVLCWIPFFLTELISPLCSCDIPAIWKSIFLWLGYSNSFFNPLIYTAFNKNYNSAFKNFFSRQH
PKA-R1A activ: activators of PKA-R1A complex; 340,000 compounds, 0.083% hits; PKA-R1A dissociation, Cy5-IP20 fluorescence polarization; scaled: DMSO 0%, 113 µM cGMP 100%; activation, % at 11.4 µM; P00514+P68181; AID 504707;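 active means percent activation above the mean of all tested compounds plus 3 SD, cut at about 19% in these data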;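 further: higher means more PKAc released from R1A so a rise in polarization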
PfHsp90 yeast 2: reduces growth (ATP signal) of yeast expressing P. falciparum Hsp90. AID 504621. S. cerevisiae expressing PfHsp90, BacTiter-Glo ATP, 48 h; yeast lacking PDR1 and PDR3 efflux regulators. inhibition, % at 9.4 µM. 310,000 compounds, 0.32% hits;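 active means every replicate shows inhibition above about 80%, whatever the replicate mean, limit read from the data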;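 further: 0% = DMSO neutral controls and 100% = 20 µM radicicol positive controls; yeast relying on Plasmodium falciparum Hsp90 in place of its own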
PKA-R2B act: activators of human PKA-R2B complex. P22694+P31323. activation, % at 11.4 µM. AID 504700. 340,000 compounds, 0.079% hits. PKA-R2B holoenzyme dissociation, Cy5-IP20 fluorescence polarization; R2B truncated from residue 108, S112A mutant; 0% DMSO only, 100% 113 µM cGMP;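 active means activation above a cutoff set at the mean over all compounds plus 3 SD, cut at about 18% in these data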;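 further: higher means more holoenzyme dissociation and a rise in polarization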
Target sequence (P31323 whole entry, looked up, other chains not shown, the tested form may be a part): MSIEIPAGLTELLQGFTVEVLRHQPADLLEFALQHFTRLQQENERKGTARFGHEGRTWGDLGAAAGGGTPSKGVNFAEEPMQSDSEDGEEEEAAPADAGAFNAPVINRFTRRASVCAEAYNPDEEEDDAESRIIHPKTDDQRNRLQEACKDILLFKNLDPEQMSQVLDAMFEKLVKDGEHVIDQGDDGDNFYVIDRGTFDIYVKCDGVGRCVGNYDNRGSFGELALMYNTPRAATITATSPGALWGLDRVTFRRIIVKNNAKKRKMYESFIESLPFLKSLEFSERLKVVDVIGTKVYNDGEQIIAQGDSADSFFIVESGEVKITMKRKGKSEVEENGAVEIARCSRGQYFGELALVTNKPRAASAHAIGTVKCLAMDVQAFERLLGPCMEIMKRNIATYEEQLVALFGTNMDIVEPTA
MOR-DOR inv ag: mu-delta opioid heterodimer inverse agonism. P35372+P41143. cell-based MOR-DOR heterodimer luminescence. inhibition, % at 9.3 µM. 340,000 compounds, 0.21% hits; in the data active means inhibition above about 22%, passing the limit was not always enough;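 further: 0% = cells with DMSO and 100% = wells without cells with DMSO; values of inactives mirror those of a sister screen read the other way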
Active calls of the source: *; · = no result given.

SMILES	AddAB inh	E coli growth	phage Ecoli inh	SUMO Mot1 rescue	Tat transport	OPRM1-OPRD1 ag	HTR5A inv ag	PKA-R1A activ	PfHsp90 yeast 2	PKA-R2B act	MOR-DOR inv ag
CN(CC(=O)Nc1cccc(F)c1)CC(=O)Nc1ccccc1[N+](=O)[O-]	-1.4	-0.5	0.5	-1	-14	3.0	8	-5	-18	-2	-14
COc1ccc(/C=N/NC(=O)C(=O)N2CCCCCC2)cc1[N+](=O)[O-]	2.4	-0.5	1.9	-13	-1	-1.5	10	-10	-13	2	8
COc1ccccc1NC(=O)C(C)OC(=O)CCCOc1ccccc1 (stereo unspecified)	3.2	1.9	-3.7	-7	2	3.1	-7	5	-23	-5	-21
Nc1ccc(C(=O)OCc2csc(-c3ccccc3)n2)cc1[N+](=O)[O-]	2.1	3.0	3.6	-8	-6	0.8	13	-3	-30	-13	-5
COc1ccccc1N1CCN(S(=O)(=O)c2ccc(F)cc2)CC1	1.7	-0.7	2.0	-12	-2	0.6	-15	-1	5	8	-3
COc1ccc(C(c2nnnn2Cc2cccs2)N2CCC(C(N)=O)CC2)c(OC)c1 (stereo unspecified)	1.9	-2.4	1.1	-5	1	-1.9	-9	-17	16	-5	12
COc1ccc(OC(=O)c2cnc3n(c2=O)CCS3)cc1	2.3	1.1	-1.1	-20	-4	-1.3	7	0	3	2	7
Cc1ccc(SCC(=O)NC(=O)c2ccc(S(=O)(=O)N(C)C)cc2)cc1C	6.8	-0.4	4.1	9	6	-0.8	-9	-2	-3	0	5
COC(=O)c1ccc(OCC(=O)NC2CCCCCC2)cc1	-0.3	-0.7	-0.5	-22	-2	1.1	-14	0	17	-3	-5
Cc1ccnc(NS(=O)(=O)c2ccc(NC(=O)c3ccc4c(c3)OCCO4)cc2)n1	0.1	1.0	1.9	10	5	-3.9	-5	-5	5	3	18
Cc1ccc(C2CC(c3cccc(Br)c3)Nc3nnnn32)cc1 (stereo unspecified)	0.9	0.6	3.7	14	8	0.8	-18	-2	-13	-7	-4
O=C(CC(=O)N/N=C\c1ccc([N+](=O)[O-])cc1)NCCc1ccccc1	0.3	0.2	2.3	-7	0	-1.1	19	-1	30	-6	5
CC(C)CC(NC(=O)OC(C)(C)C)C(=O)O (stereo unspecified)	-0.6	2.8	1.4	-19	7	-1.1	27	-14	21	-12	6
Cn1c(CNc2nc(-c3ccccc3)cs2)nnc1SCC(=O)c1ccccc1	1.6	-1.6	-1.8	1	5	-2.2	6	-1	2	2	10
COc1ccc(S(=O)(=O)Nc2c(C)n(C)n(-c3ccccc3)c2=O)cc1C(=O)O	·	·	0.1	274*	-8	0.6	-10	2	21	-2	-3

Three of the entries above in order of their number in PKA-R2B act, high to low:
SMILES,AddAB inh,phage Ecoli inh,SUMO Mot1 rescue,Tat transport,OPRM1-OPRD1 ag,PKA-R1A activ,PfHsp90 yeast 2,PKA-R2B act,MOR-DOR inv ag
COc1ccccc1N1CCN(S(=O)(=O)c2ccc(F)cc2)CC1,1.7,2.0,-12,-2,0.6,-1,5,8,-3
COc1ccc(OC(=O)c2cnc3n(c2=O)CCS3)cc1,2.3,-1.1,-20,-4,-1.3,0,3,2,7
COC(=O)c1ccc(OCC(=O)NC2CCCCCC2)cc1,-0.3,-0.5,-22,-2,1.1,0,17,-3,-5

Another view of some results above.
The line under a structure holds: AddAB inh	E coli growth	phage Ecoli inh	SUMO Mot1 rescue	Tat transport	OPRM1-OPRD1 ag	HTR5A inv ag	PKA-R1A activ	PfHsp90 yeast 2	PKA-R2B act	MOR-DOR inv ag
COc1ccc(OC(=O)c2cnc3n(c2=O)CCS3)cc1
 : 2.3	1.1	-1.1	-20	-4	-1.3	7	0	3	2	7
Cc1ccc(SCC(=O)NC(=O)c2ccc(S(=O)(=O)N(C)C)cc2)cc1C
 : 6.8	-0.4	4.1	9	6	-0.8	-9	-2	-3	0	5
COC(=O)c1ccc(OCC(=O)NC2CCCCCC2)cc1
 : -0.3	-0.7	-0.5	-22	-2	1.1	-14	0	17	-3	-5
Cc1ccnc(NS(=O)(=O)c2ccc(NC(=O)c3ccc4c(c3)OCCO4)cc2)n1
 : 0.1	1.0	1.9	10	5	-3.9	-5	-5	5	3	18
Cc1ccc(C2CC(c3cccc(Br)c3)Nc3nnnn32)cc1 (stereo unspecified)
 : 0.9	0.6	3.7	14	8	0.8	-18	-2	-13	-7	-4

The list continues:
SMILES	AddAB inh	E coli growth	phage Ecoli inh	SUMO Mot1 rescue	Tat transport	OPRM1-OPRD1 ag	HTR5A inv ag	PKA-R1A activ	PfHsp90 yeast 2	PKA-R2B act	MOR-DOR inv ag
CC1CCCC(C)N1C(=O)CSc1nnc(NC(=O)c2cccs2)s1 (stereo unspecified)	0.2	-0.1	2.1	7	-3	0.7	8	-16	·	-3	-4
CSc1sc(C(=O)N2CCc3ccccc32)cc1S(=O)(=O)C(C)C	1.0	-1.4	-0.1	-5	2	-1.8	16	-4	-7	-4	9
C/C=C/C(=O)Nc1nnc(C2CCCCC2)s1	0.3	2.8	3.4	·	5	0.1	17	2	24	-10	0
COc1cccc(NC(=O)CN(C)C(=O)c2sc3cc(Cl)ccc3c2Cl)c1	-0.7	0.2	4.4	2	3	3.5	-5	8	-6	-3	-22
CC(CCc1ccccn1)(CCc1ccccn1)C(=O)c1ccccc1	·	·	1.9	·	16	-1.9	4	3	-5	3	10
O=C(Nc1ccc2cn[nH]c2c1)c1c(Cl)cccc1Cl	2.1	2.8	0.2	-9	-11	0.1	8	2	14	4	-1
COc1cc(OC)cc(C(=O)N2CCN(Cc3cccc(F)c3)CC2)c1	0.5	-0.5	0.9	258	3	0.0	3	-1	·	5	0
CN(C)S(=O)(=O)c1ccc(/C(O)=C2/C(=O)C(=O)N(CCN3CCCCC3)C2c2cccnc2)cc1 (stereo unspecified)	·	·	2.1	·	7	-4.3	15	3	8	-3	23
Cc1c(C(=O)O)cccc1N1C(=O)Nc2ccccc2N1O	-0.3	-0.3	1.8	6	4	-2.8	-24	-5	-2	0	13
CC(=O)Nc1ccc(Nc2nc3c(S(=O)(=O)c4ccc(C)c(C)c4)nnn3c3ccccc23)cc1	-1.2	-1.4	4.0	54	4	-1.7	3	-5	13	-8	9
Cc1nn(CCOc2cccc(Cl)c2)c(C)c1[N+](=O)[O-]	2.8	-0.8	1.3	-8	0	1.2	14	-17	-3	9	-6
O=C(NCc1ccco1)c1ccc(S(=O)(=O)N2CCOCC2)cc1	3.1	-0.8	4.3	·	-3	-2.8	-17	-6	-16	-5	15
CC(=O)/C(=N/Nc1cccc(C)c1)N1CCOCC1	2.7	-0.8	2.9	-13	8	-2.4	-7	4	-13	-4	13
O=C(CCCSc1ccc(Cl)cc1)Nc1cc(S(=O)(=O)N2CCOCC2)ccc1O	0.6	-3.2	1.0	76	2	-3.1	-3	-8	1	-14	11
CC(=O)Nc1cccc(NC(=O)C2CC(=O)N(c3ccc(C)cc3)C2)c1 (stereo unspecified)	1.4	-1.1	1.9	20	-1	-0.2	-5	0	-12	-1	1

Some entries already given, reduced to PfHsp90 yeast 2.
| mol | PfHsp90 yeast 2 |
| --- | --- |
| COc1ccc(/C=N/NC(=O)C(=O)N2CCCCCC2)cc1[N+](=O)[O-] | -13 |
| Nc1ccc(C(=O)OCc2csc(-c3ccccc3)n2)cc1[N+](=O)[O-] | -30 |

Later entries
SMILES	AddAB inh	E coli growth	phage Ecoli inh	SUMO Mot1 rescue	Tat transport	OPRM1-OPRD1 ag	HTR5A inv ag	PKA-R1A activ	PfHsp90 yeast 2	PKA-R2B act	MOR-DOR inv ag
Cc1nc(NC(=O)c2cccc(Cl)c2)sc1C(=O)N1CCCCC1	-0.3	-0.2	4.7	11	6	2.4	-11	-4	-4	-6	-13
CCCCn1nnnc1SCC(=O)NNC(=O)C1CCCCC1	1.6	-1.2	1.0	-19	4	0.6	3	-1	16	-3	-3
COc1ccc(C(=O)NCC(=O)N/N=C/c2ccc([N+](=O)[O-])s2)cc1OC	1.2	-0.7	4.2	27	-19	6.2	1	-13	9	0	-45
CN1CCCC(OC(=O)c2cc(Cl)ccc2Cl)C1 (stereo unspecified)	0.4	0.8	3.5	6	-3	-3.1	-6	-4	-8	4	18
COCCOc1cc(NCc2ccccc2)c2ncn(C(C)C)c2c1	0.4	-4.0	-2.7	-21	1	-0.7	-25	-6	-3	-5	4
C#CCOc1ccc(/C=N/O)cc1Cl	3.5	0.3	3.4	-10	-3	-3.4	9	-8	-15	-2	16
CC(=NNC(=O)c1cc(C)oc1C)c1ccc(Br)s1	-0.8	0.7	1.6	10	-4	0.9	4	-5	-22	3	-4
CCN1C(=O)[C@H]2[C@H]3CN=C(SCc4ccc(C)cc4)N3[C@@](CC)(C(=O)OC)[C@H]2C1=O	-0.1	-0.2	2.8	·	0	-1.8	-13	-17	1	-2	9
COc1ccc(NC(=O)C2CCCN(C(=O)NC3CCCCC3)C2)cc1OC (stereo unspecified)	3.3	4.0	-0.8	602	-2	-1.8	5	-1	·	6	9
Cc1cc(Nc2ccc(C(=O)O)cc2)nc(N)n1	-0.6	0.5	2.2	47	0	-1.6	-20	4	1	7	8
COc1cccc2cc(C(=O)NCc3ccco3)c(=O)oc12	1.9	-2.1	3.5	-7	-5	-2.1	-9	3	6	-4	11
COc1ccccc1-n1cc(-c2ccc(C)cc2)[nH]c1=S	-0.9	1.3	2.4	1	18	-1.5	-13	0	-12	-5	8
COc1ccc(NS(=O)(=O)c2cc(C(=O)N3CCCCCC3)ccc2C)cc1	-2.2	-0.7	0.9	49	8	0.5	5	4	-14	-4	-2
COc1ccc(C(=O)/C=C(\C)Nc2ccc3c(c2)OCO3)cc1	1.8	1.1	0.5	-4	-5	-4.4	11	-5	5	2	19
COC(=O)c1ccc(NC(=O)Cn2cnc3c(nnn3-c3cccc(OC)c3)c2=O)cc1	-1.4	-2.9	-0.5	13	-8	1.2	-21	8	-18	5	-7
CCN(CC)S(=O)(=O)c1cccc(C(=O)N2CC(O)CC2C(=O)O)c1 (stereo unspecified)	-0.2	0.0	2.1	10	1	-2.3	-26	-6	22	3	13
O=C1COc2ccc(C(=O)NC3CC3)cc2N1	0.6	0.5	3.5	-11	1	-3.9	20	-6	-2	-2	18
CS(=O)(=O)Nc1ccccc1C(=O)NCc1ccco1	-0.9	-2.3	1.9	143	-3	0.1	11	-4	-12	4	-1
